# Assay outcomes deposited in PubChem by several laboratories.
# MITF TRPM1 HTS: activators of MITF-driven TRPM1 promoter activity in SK-MEL-5 cells | AID 588334 | activation, % at 12.5 µM | 300,000 compounds, 0.75% hits | SK-MEL-5 TRPM1-promoter luciferase, 24 h; % of positive control, neutral wells = 0;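 active = mean activation of at least 80% with every replicate also reaching 80%; inconclusive = mean reaches 80% but some replicate falls short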;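 also: 0% = neutral control wells and 100% = parthenolide positive control wells; values of inactives mirror those of a sister screen read the other way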
# SR-BI HDL uptake: inhibitors of mouse SR-BI mediated HDL lipid uptake | AID 488896 | 320,000 compounds, 0.96% hits | Q61009 | ldlA[mSR-BI] CHO cells, DiI-HDL uptake fluorescence, 3 h | inhibition, % at 12.5 µM;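 active = mean replicate inhibition of at least 70% and a set share of replicates each scoring 70 or more; inconclusive = meets just one of the two criteria; inactive = fails both criteria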;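 also: 0% = median of neutral control wells and 100% = median of positive control wells; values of inactives mirror those of a sister screen read the other way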
# Target sequence (Q61009 whole entry, looked up): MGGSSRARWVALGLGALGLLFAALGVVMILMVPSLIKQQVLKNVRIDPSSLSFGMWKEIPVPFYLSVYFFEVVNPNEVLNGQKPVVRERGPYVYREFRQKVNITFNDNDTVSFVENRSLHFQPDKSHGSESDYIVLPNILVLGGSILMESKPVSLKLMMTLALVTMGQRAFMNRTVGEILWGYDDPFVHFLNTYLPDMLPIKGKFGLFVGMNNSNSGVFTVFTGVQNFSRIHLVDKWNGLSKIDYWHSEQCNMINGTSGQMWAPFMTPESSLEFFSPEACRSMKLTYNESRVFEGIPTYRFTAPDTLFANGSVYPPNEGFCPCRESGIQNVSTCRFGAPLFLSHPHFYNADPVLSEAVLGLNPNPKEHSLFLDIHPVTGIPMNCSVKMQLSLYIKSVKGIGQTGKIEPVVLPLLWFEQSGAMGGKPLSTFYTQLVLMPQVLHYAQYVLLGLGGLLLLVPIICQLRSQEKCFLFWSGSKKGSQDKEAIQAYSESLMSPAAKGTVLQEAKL
# PvdQ acylase: P. aeruginosa PvdQ acylase inhibition | purified PvdQ acylase, fluorescence plate reader | inhibition, % at 10 µM | 340,000 compounds, 0.063% hits | AID 488965; in the data active = inhibition above about 30%, passing the limit was not always enough; inconclusive = no clear call, values can overlap the other calls;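 also: 0% = vehicle neutral wells and 100% = reference inhibitor wells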
# dFosB act: enhances mouse delta FosB homodimer DNA binding; 340,000 compounds, 0.99% hits; P13346; purified delta FosB, TAMRA-CDK5 oligo fluorescence polarization; percent of positive-control signal above neutral wells; activation, % at 25 µM;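 active = mean activation above about 17%, with every replicate also reaching it, limit read from the data, passing the limit was not always enough; inconclusive = only one of the two conditions met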;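 also: fluorescence polarization rise as delta FosB binds a TAMRA Cdk5 AP-1 oligo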
# Target sequence (P13346 whole entry, looked up): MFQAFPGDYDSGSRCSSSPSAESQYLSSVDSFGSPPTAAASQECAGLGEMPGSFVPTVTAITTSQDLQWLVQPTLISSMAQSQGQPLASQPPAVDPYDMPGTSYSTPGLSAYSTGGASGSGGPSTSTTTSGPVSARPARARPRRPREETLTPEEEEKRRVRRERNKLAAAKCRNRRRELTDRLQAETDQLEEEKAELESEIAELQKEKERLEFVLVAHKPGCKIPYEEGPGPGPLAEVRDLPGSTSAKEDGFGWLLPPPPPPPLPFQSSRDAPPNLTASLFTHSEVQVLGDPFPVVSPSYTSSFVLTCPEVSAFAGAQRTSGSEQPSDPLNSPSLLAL
# CDK5 p35 inh: CDK5/p35 (human) kinase inhibition. inhibition, % at 10 µM. 330,000 compounds, 0.01% hits. Q00535+Q15078. AID 488839. Recombinant CDK5/p35, ADP-Glo luminescence, 60 min;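 active = highest replicate inhibition of at least 50% and at least 75% of replicates reaching 50%; inconclusive = only one of the two criteria met; inactive = both criteria failed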;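 also: plate controls were DMSO neutral control for no effect and GW8510 at 10 µM for full effect; many of its hits are not listed in these tables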
# NSD2 HMT inh: blocks human histone methyltransferase NSD2; O96028; NSD2 peptide methylation, AlphaScreen, 120 min; inhibition, % at 12.5 µM; 310,000 compounds, 0.54% hits; in the data active = inhibition above about 50%
# Wnt act: activates Wnt/beta-catenin signaling in a reporter cell assay. activation, % at 9.35 µM. activator, plate reader. 300,000 compounds, 1.2% hits. AID 743398; in the data active = activation above about 30%, passing the limit was not always enough; inconclusive = no clear call, values can overlap the other calls;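 also: 0% = neutral control wells and 100% = positive control wells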
# V-ATPase pH: yeast V-ATPase proton transport regulation by pHLuorin; S. cerevisiae, pHLuorin cytosolic pH fluorescence; response, % at 10 µM; 350,000 compounds, 0.37% hits; in the data active = response mostly above about 7.3%, no sharp cut-off; inactive = mostly below about 5.4%; also: actives read high; inactives centre near 0; some compounds called inactive have numbers as strong as hits; reference of the scale not given here
# HTR5A inv ctr: HTR5A inverse agonism, opioid heterodimer counter-screen. inhibition, % at 9.3 µM. HTR5A cell line, luminescence. 340,000 compounds, 0.083% hits. P47898; in the data active = inhibition mostly above about 23%, no sharp cut-off; inactive = mostly below about 18%;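 also: 0% = cells with DMSO and 100% = no-cell wells with DMSO; some compounds called inactive have numbers as strong as hits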
# HTR5A ag ctr: HTR5A agonism, opioid heterodimer counter-screen | HTR5A agonist assay, luminescence, cell-based | AID 504692 | P47898 | 340,000 compounds, 0.61% hits | activation, % at 9.3 µM; in the data active = activation mostly above about 9.5%, no sharp cut-off; inactive = mostly below about 7.6%;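 also: 0% = cells with vehicle only and 100% = reference agonist; strong numbers were not always called active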
# An asterisk follows results filed as active; ? = inconclusive; . = not tested or not shown. Random draw from the library; overall some 5% were active at least once.
# Start of the data: the first 6 records (preview)
item	Compound	MITF TRPM1 HTS	SR-BI HDL uptake	PvdQ acylase	dFosB act	CDK5 p35 inh
1	Cc1ccccc1Nc1cc(C(=O)NCC2CCCO2)c2ccccc2n1 (stereo not drawn)	-3	40	3	4	-0.2
2	CC1=Nc2ccccc2/C1=C\c1nc(-c2ccccc2)oc1O	4	19	2	1	1.1
3	COc1ccc(-c2nc(CN3CCCC(C(=O)NC4CCCC4)C3)c(C)o2)cc1 (stereo not drawn)	-14	18	-3	-4	-1.3
4	COc1cc(C2CC(=O)NC(SCC(=O)Nc3ccccc3C)=C2C#N)ccc1O (stereo not drawn)	-4	-17	-10	-6	-0.5
5	Cc1ccc(NC(=O)CN2C(=O)c3ccccc3C2=O)nc1	-4	-9	2	3	-0.4
6	CC1(C)CC2(CC(c3ccccc3F)c3cc(Cl)c(O)cc3O2)NC(=S)N1 (stereo not drawn)	-5	?	-4	-14	1.0

item	NSD2 HMT inh	Wnt act	V-ATPase pH	HTR5A inv ctr	HTR5A ag ctr
1	.	0	-4	6	1
2	12	.	-2	12	3
3	3	0	-2	-23	-2
4	-2	0	-2	5	-2
5	2	-2	0	.	.
6	9	-2	-1	-9	3

# Results (from the top)
item	Compound	MITF TRPM1 HTS	SR-BI HDL uptake	PvdQ acylase	dFosB act	CDK5 p35 inh
1	Cc1ccccc1Nc1cc(C(=O)NCC2CCCO2)c2ccccc2n1 (stereo not drawn)	-3	40	3	4	-0.2
2	CC1=Nc2ccccc2/C1=C\c1nc(-c2ccccc2)oc1O	4	19	2	1	1.1
3	COc1ccc(-c2nc(CN3CCCC(C(=O)NC4CCCC4)C3)c(C)o2)cc1 (stereo not drawn)	-14	18	-3	-4	-1.3
4	COc1cc(C2CC(=O)NC(SCC(=O)Nc3ccccc3C)=C2C#N)ccc1O (stereo not drawn)	-4	-17	-10	-6	-0.5
5	Cc1ccc(NC(=O)CN2C(=O)c3ccccc3C2=O)nc1	-4	-9	2	3	-0.4
6	CC1(C)CC2(CC(c3ccccc3F)c3cc(Cl)c(O)cc3O2)NC(=S)N1 (stereo not drawn)	-5	?	-4	-14	1.0
7	Cn1cncc1C(=O)c1ccccc1	.	-8	-21	13	-5.1
8	CC(C)Sc1nc(-c2ccccc2)cc(=O)[nH]1	.	2	-9	4	-2.3
9	Cc1ccc(NC(=O)CSc2nccc(=O)[nH]2)c(S(=O)(=O)N2CCOCC2)c1	-1	-1	11	0	-0.2
10	Cc1sc2ncnc(OCC(=O)c3ccc(S(=O)(=O)N4CCCC4)cc3)c2c1C	.	.	-8	-4	-0.9
11	CC(=O)Nc1cccc(/C(C)=N/NC(=O)c2ccc(CN3CCOCC3)cc2)c1	7	2	-10	0	-0.1
12	CCOC(=O)N1CCC(NC(=O)CSCc2nc(-c3ccc(OC)cc3)oc2C)CC1	1	58	-9	-8	-0.3

item	NSD2 HMT inh	Wnt act	V-ATPase pH	HTR5A inv ctr	HTR5A ag ctr
1	.	0	-4	6	1
2	12	.	-2	12	3
3	3	0	-2	-23	-2
4	-2	0	-2	5	-2
5	2	-2	0	.	.
6	9	-2	-1	-9	3
7	0	0	0	1	10
8	0	.	1	12	-9
9	.	.	2	12	-5
10	16	.	-3	9	-3
11	-6	-1	0	9	-1
12	-1	0	3	-16	11*

# (further entries)
item	Compound	MITF TRPM1 HTS	SR-BI HDL uptake	PvdQ acylase	dFosB act	CDK5 p35 inh
13	CCOc1cc(C2CC(=O)NC3=C2C(=O)C(C(=O)OC)C(C)C3)cc(Br)c1O (stereo not drawn)	15	-13	-6	11	1.9
14	Nc1nc2ccccc2cc1S(=O)(=O)c1ccccc1	-7	9	-20	4	0.9
15	CCC1=NN2C(=N)/C(=C/c3cc(C)n(Cc4ccccc4)c3C)C(=O)N=C2S1	-2	22	-8	6	0.1
16	O=C(O)/C=C/C(=O)Nc1ccc(Cl)cc1C(=O)c1ccccc1	.	-5	9	0	1.2
17	COc1ccc(NC(=O)NCc2ccccn2)cc1OC	4	4	-8	4	0.1
18	CCC(=O)N1CCc2cc(Br)cc(S(=O)(=O)NC3CCN(Cc4ccccc4)CC3)c21	8	.	-8	-19	0.2
19	COc1ccc(C(=S)N2CCOCC2)cc1OC(=O)c1cccc([N+](=O)[O-])c1	-10	13	-6	-15	-2.6
20	COc1ccc(C2C(C(C)=O)=C(O)C(=O)N2c2ccccn2)cc1 (stereo not drawn)	3	-14	-12	-1	-0.6
21	CCCN(CCC)C(=O)CCSCCC(=O)N(CCC)CCC	1	-7	-17	1	-0.8
22	COc1ccc(N2CCN(S(=O)(=O)CCNC(=O)c3ccc(Br)o3)CC2)cc1	-9	-10	4	0	0.1
23	CCCCC1=CC2=CC(=O)C(C)(OC(=O)CC)C(=O)C2=CO1 (stereo not drawn)	-15	16	3	7	-0.8
24	CC(OC(=O)c1ccccc1NCCO)C(=O)NC1CCCCC1C (stereo not drawn)	5	20	-1	-7	1.2

item	NSD2 HMT inh	Wnt act	V-ATPase pH	HTR5A inv ctr	HTR5A ag ctr
13	2	.	-3	3	2
14	-10	1	-1	11	-4
15	6	-1	-6	-5	2
16	1	2	1	28	1
17	-3	-6	0	4	2
18	31	0	2	-29	-2
19	0	-1	-1	-17	0
20	-3	1	7	10	-3
21	-1	-2	2	-16	5
22	-9	1	-10	23	-5
23	.	-2	-1	-20	4
24	-1	-2	-6	0	0

# Following part.
item	Compound	MITF TRPM1 HTS	SR-BI HDL uptake	PvdQ acylase	dFosB act	CDK5 p35 inh
25	NS(=O)(=O)c1ccc(CNC(=O)C(Cc2ccccc2)NS(=O)(=O)c2ccccc2F)cc1 (stereo not drawn)	8	-27	2	1	0.3
26	O=C(CSc1nccn1Cc1ccco1)Nc1ccccc1F	23	-3	-20	0	1.7
27	Cc1ccc(C(=O)Nc2ccccc2Oc2ccccc2)cc1[N+](=O)[O-]	-16	19	-12	-2	-0.5
28	CCCOc1ccc(N2C(=O)C3ON(c4ccccc4)C(CCC)C3C2=O)cc1 (stereo not drawn)	.	-11	9	-7	0.6
29	O=C(COc1ccc2c(c1)OCO2)NCc1cccs1	2	1	-3	1	-0.8
30	CCCCNC(=O)Cn1nc(C)c(S(=O)(=O)N2CCOCC2)c1C	7	-4	-17	-1	-0.2
31	O=C(Nc1ccccc1C(=O)NCCc1ccccc1)c1cnccn1	31	-11	-5	-29	0.2
32	O=C(Nc1ccc2c(c1)OCCO2)c1c(F)cccc1F	102*	-3	-10	0	4.0
33	N#Cc1nc(-c2ccco2)oc1N1CCN(C(c2ccccc2)c2ccccc2)CC1	-6	-1	-1	-9	1.3
34	CCOC(=O)CSc1nnc(CNC(=O)c2ccc(S(=O)(=O)N3CCCCC3)cc2)n1C	-1	-1	-10	-7	-0.6
35	Fc1ccc(Nc2nc(Oc3ccc4c(c3)OCO4)nc(N3CCOCC3)n2)c(F)c1	.	40	-7	61*	0.8
36	Cc1cc(Br)ccc1NC(=O)CN(C)C(=O)COc1cccc2c1OC(C)(C)C2	10	24	1	-12	0.1

item	NSD2 HMT inh	Wnt act	V-ATPase pH	HTR5A inv ctr	HTR5A ag ctr
25	10	19	1	-7	2
26	-1	3	3	0	0
27	.	3	-2	-1	5
28	30	-3	-2	-11	-3
29	-1	2	-5	-10	3
30	1	4	1	-10	4
31	.	12	0	9	-4
32	-7	21	-1	-14	-1
33	3	-2	-1	-3	-1
34	.	.	4	13	-2
35	0	-7	0	6	2
36	-1	-6	-4	20	-5

# Next section.
item	Compound	MITF TRPM1 HTS	SR-BI HDL uptake	PvdQ acylase	dFosB act	CDK5 p35 inh
37	O=C(C1CCN(S(=O)(=O)c2cccnc2)CC1)N1CCN(C2CCCC2)CC1	.	-18	9	-6	0.0
38	CCc1ccccc1NC(=O)c1ccc2snnc2c1	-3	52	15	-4	-1.1
39	N#Cc1ccccc1S(=O)(=O)N1CCN(C(=O)c2cc(=O)[nH]c3ccccc23)CC1	10	-2	-12	-3	0.1
40	Cc1nnc(SCC(=O)Nc2nc(-c3ccc(F)cc3)cs2)[nH]c1=O	8	11	-10	-3	-1.2
41	Nc1cccc(C(=O)c2ccccc2C(=O)O)c1	-1	-13	-8	-3	1.1
42	CC(C)CNc1nc2c(c(=O)n(C)c(=O)n2C)n1Cc1cccc(Br)c1	5	9	-4	-6	0.0
43	COCCCn1nnnc1SCC(=O)Nc1nc(C)c(C)s1	13	-4	-20	5	-2.2
44	CC(C)NC(=O)CCCN1C(=O)c2ccccc2Sc2ncccc21	-1	-9	-20	-5	2.4
45	Cc1onc(-c2ccccc2)c1C(=O)NC(=S)NNC(=O)c1ccc(O)cc1O	-44	85*	22	2	.
46	Nc1nn(-c2ccccc2)c(N)c1N=Nc1ccccc1	31	21	-5	1	2.5
47	CC1(C)CC(=O)C2=C(C1)OC(N)=C(C#N)C2C#Cc1ccccc1 (stereo not drawn)	-3	.	-8	-19	1.4
48	CC(=O)Nc1cccc(NC(=O)c2cc([N+](=O)[O-])ccc2N2CCCCC2)c1	.	68	-4	-8	1.5

item	NSD2 HMT inh	Wnt act	V-ATPase pH	HTR5A inv ctr	HTR5A ag ctr
37	.	-2	-2	-18	7
38	-1	-2	1	24	3
39	1	-3	-1	-3	-3
40	1	2	0	-16	6
41	.	-1	0	11	-3
42	-1	.	1	1	-1
43	-1	.	-2	-1	0
44	-3	-1	-1	-22	6
45	-3	-13	-1	12	6
46	11	26	2	-5	-2
47	18	4	2	15	-2
48	1	-1	2	9	-4

# Other results
item	Compound	MITF TRPM1 HTS	SR-BI HDL uptake	PvdQ acylase	dFosB act	CDK5 p35 inh
49	CN(CC(=O)NCC1CCCCC1)CC(=O)Nc1ccc(F)cc1	-9	-37	-7	1	1.4
50	Nc1nc(-c2ccccn2)nc(N)c1Cc1ccc(Cl)cc1Cl	6	22	-16	?	-1.3
51	CN(c1ccccc1C(=O)N1CCCC1)S(C)(=O)=O	.	-12	-25	0	-1.4
52	Cc1cc(-c2nnc(SCC(=O)Nc3ccc(F)cc3F)n2N)n[nH]1	2	-11	3	0	0.9
53	Cc1ccc(CN(C)C(=O)C2CCC(=O)N(CCc3ccccc3)C2)o1 (stereo not drawn)	16	-8	-9	-6	-0.7
54	COc1cccc(C(=O)NNC(=O)Cc2cccs2)c1	-9	-22	-6	1	-0.4
55	Cc1c(NC(=S)NC(=O)c2ccccc2Br)c(=O)n(-c2ccccc2)n1C	-2	-3	-17	2	-0.4
56	COc1ccc(CCNC(=O)CSc2nnnn2-c2ccccc2)cc1	1	0	-5	4	-1.5
57	O=C(NCc1ccccc1)c1ccccc1Br	-10	2	5	2	1.6
58	O=C1CN(C(=O)COc2ncnc3ccccc23)c2ccccc2N1	-13	-29	-17	-11	1.1

item	NSD2 HMT inh	Wnt act	V-ATPase pH	HTR5A inv ctr	HTR5A ag ctr
49	-2	7	-5	-11	4
50	14	3	11*	6	-2
51	0	0	1	-2	1
52	-1	2	0	3	-1
53	4	8	-5	7	-2
54	-1	-1	-3	-20	0
55	-1	1	-1	11	-3
56	-1	.	5	9	4
57	-8	-1	-1	19	5
58	-3	.	2	19	-9
